# Source: PubChem BioAssay (several laboratories)
# eLon inh = inhibitors of E. coli Lon protease, primary screen, biochemical, fluorescence polarization; 360,000 compounds, 0.42% hits; AID 602123, 2011; inhibition, % at 7.94 µM; P0A9M0; purified E. coli Lon protease; in the data active means inhibition above about 13%, passing the limit was not always enough;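 further: 0% = enzyme with probe and DMSO and 100% = no enzyme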
# CendR NRP1 mod = modulators of CendR peptide binding to NRP-1, primary screen, biochemical, fluorescence polarization, uHTS. FAM-RPARPAR peptide binding to NRP-1. inhibition, % at 25 µM. 360,000 compounds, 0.85% hits. AID 602438, 2012;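 active means inhibition or corrected inhibition above about 18%, plus a signal ratio from 0.5 to 1.5, limit read from the data, passing the limit was not always enough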; further: strong numbers were not always called active
# Neddylation inh = inhibitors of cullin neddylation, primary screen, biochemical, TR-FRET, uHTS, NAE and Ubc12; NEDD8-conjugating enzyme Ubc12 (Homo sapiens) + NEDD8-activating enzyme E1 regulatory …; calls only at 25 µM; 360,000 compounds, 0.58% hits; in the data active means inhibition above about 36%
# Rin1-Abl PPI inh = inhibitors of Rin1-Abl protein binding, primary screen, biochemical, TR-FRET; inhibition, % at 7.35 µM; 360,000 compounds, 0.4% hits; Tyrosine-protein kinase ABL1 (Homo sapiens) + Ras and Rab interactor 1 (Homo sapiens), …; in the data active means inhibition above about 5%, passing the limit was not always enough
# MT1-MMP act inh = blockers of MT1-MMP proenzyme processing, primary screen, HT1080 RFP-PRO-GFP cells, GFP/RFP fluorescence; Matrix metalloproteinase-14 (Homo sapiens), P50281; AID 651647, 2012; GFP/RFP ratio change, % at 20 µM; GFP/RFP ratio fluorescence, overnight; percent of plate control window, DMSO zero; 360,000 compounds, 0.061% hits;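 active means GFP/RFP ratio change of at least 30% with cell ATP level not reduced by more than half and red fluorescence within 50% of control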; further: strong numbers were not always called active
#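 Compound: 20 µM single dose, 1% DMSO / System: HT1080 RFP-PRO-GFP cells / Controls: DMSO and RFP-L50D-GFP cell wells / Read-out basis: GFP/RFP fluorescence ratio / Schedule: overnight compound exposure at 37 °C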
# SKN-1 block = suppressors of acrylamide-induced Pgst-4::GFP reporter in worms, primary screen, SKN-1 inhibitor project, whole organism, uHTS, GFP/RFP fluorescence ratio, strain VP596; C. elegans VP596 Pgst-4::GFP/RFP ratio, 24 h; inhibition, % at 21.8 µM; 360,000 compounds, 0.49% hits;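 active means interference check ratio from 0.5 to 1.5 plus GFP to RFP signal ratio inhibition reaching or exceeding a fixed threshold, cut at about 30% in these data, passing the limit was not always enough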; further: some compounds called inactive have numbers as strong as hits
# MsrA act = bovine MsrA enzyme activators, primary screen, biochemical, absorbance, HTS | Methionine sulfoxide reductase A (Bos taurus) | purified bovine MsrA, absorbance read-out | 360,000 compounds, 0.3% hits | AID 602163, 2012 | activation, % at 10.6 µM; in the data active means activation above about 7.5%;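 further: 0% = vehicle and 100% = reference activator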
# FAS TE block = FAS thioesterase domain inhibitors, primary screen, biochemical, fluorescence intensity, uHTS. Fatty acid synthase (Homo sapiens), P49327. recombinant FAS-TE, OMFH fluorogenic substrate, fluorescence endpoint. inhibition, % at 15 µM. 360,000 compounds, 0.67% hits. AID 602261, 2012;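 active means compounds whose normalised, plate-corrected inhibition of enzyme fluorescence in the single-dose primary screen is 50% or more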;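 further: 0% = DMSO with enzyme and 100% = substrate without enzyme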
# MsrA inh = bovine MsrA enzyme inhibitors, primary screen, biochemical, absorbance, HTS. inhibition, % at 15.5 µM. Methionine sulfoxide reductase A (Bos taurus). purified bovine MsrA, absorbance read-out. AID 651718, 2012. 360,000 compounds, 0.75% hits; in the data active means inhibition above about 4.5%;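 further: 0% = vehicle wells with enzyme and 100% = reference inhibitor wells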
# * = called active by the depositor; i = inactive; · = not tested or not shown; + = active, no number.
SMILES,eLon inh,CendR NRP1 mod,Neddylation inh,Rin1-Abl PPI inh,MT1-MMP act inh,SKN-1 block,MsrA act,FAS TE block,MsrA inh
COCC(=O)Oc1c(Sc2ccccc2[N+](=O)[O-])c(C)nn1C(C)(C)C,-4.7,6.0,i,-4.0,4.4,-2.9,-3.3,0.6,1.5
Cn1c(SCC(=O)NC(=O)Nc2ccccc2)nnc1-c1ccncc1,1.2,13.9,i,0.2,1.3,-13.4,1.7,-5.5,0.3
NCCNc1ccc([N+](=O)[O-])cc1,-1.1,-2.7,i,-5.5,-2.0,9.5,-3.1,-0.9,1.3
CCc1cccc2c(C(=O)CN3C(=O)C(=O)N(C4CCCC4)C3=O)c[nH]c12,-15.0,-1.5,i,3.2,1.4,22.0,-3.0,-1.7,1.8
C=CS(=O)(=O)c1c2cc(OC)ccc2nc2ccc(OC)cc12,15.9,9.1,·,-0.2,-1.3,19.6,-3.2,-22.8,0.4
O=C(CCCN1C(=O)/C(=C/c2ccccc2Cl)SC1=S)NNC(=O)c1ccccc1,-2.5,-21.7,i,-3.5,0.4,7.6,1.2,37.3,-1.3
CC(C)CC1C(=O)N(Cc2cn(CCC3OCCCO3)nn2)CCS(=O)(=O)N1Cc1ccc(-c2cccc(CO)c2)cc1 (stereo not drawn),-2.3,0.3,i,-1.8,1.6,14.7,-1.8,-4.1,-0.1
CC(C)N(C(=O)Cn1c(Cl)nc2ccccc21)C(C)C,-3.8,2.8,i,1.3,1.8,0.5,-1.8,-6.7,0.3
Cc1ccccc1NS(=O)(=O)c1cc(C(=O)NCCC2=CCCCC2)ccc1C,-0.7,1.0,i,1.4,-13.9,5.5,0.1,21.7,1.1
O=C(COC(=O)c1ccc2c(c1)OCO2)NCc1ccc(Cl)cc1,-0.6,4.0,i,-0.6,-1.8,-8.3,-1.1,2.3,0.2
CC(C)c1ccc(-c2cc(C(=O)NN3CCN(C)CC3)c3ccccc3n2)cc1,1.3,-2.1,i,-0.3,1.9,3.3,0.6,-8.5,0.9
Oc1ccccc1/C=N/NC(=S)NC1CC2C=CC1C2 (stereo not drawn),3.5,1.9,·,-0.1,3.3,-13.2,-8.0,14.4,0.3
COC(=O)c1c(-c2ccc(F)cc2)csc1NC(=O)c1ccco1,-1.4,-7.8,i,-1.0,-2.2,12.3,-1.4,9.0,1.0
CC(=O)c1c(C)[nH]c(C(=O)N2CCc3ccccc32)c1C,-6.0,2.8,i,-3.0,0.4,-9.2,-1.1,2.8,1.7
Cc1onc(C(=O)Nc2c(C)n(C)n(-c3ccccc3)c2=O)c1[N+](=O)[O-],-0.2,6.3,i,-4.5,11.2,3.2,-4.1,-3.6,1.3
CN(CC(=O)NCCc1ccc(S(N)(=O)=O)cc1)S(=O)(=O)/C=C/c1ccccc1,-4.5,-3.2,i,1.5,4.0,-9.0,-0.5,-5.6,-0.1
CCOc1nc2ccccc2cc1C=O,1.9,-5.0,i,1.1,7.1,3.9,-3.9,-3.1,0.3
CC(C)CCCN1C(N(C)C)=NC[C@@H]1Cc1ccccc1,-6.2,5.2,i,-3.8,0.5,0.1,-2.7,-7.1,-0.2
COc1ccc(-c2noc(CN3CCN(C(=O)c4cccs4)CC3)n2)c(OC)c1OC,6.6,1.7,i,1.9,2.8,5.4,-1.7,-6.6,-0.3
Cc1n[nH]c(C)c1S(=O)(=O)N1CCN(S(=O)(=O)c2cccc(F)c2)CC1,3.3,14.5,i,-0.4,-1.0,12.8,-5.2,0.2,0.8
O=C(O)c1cccc(S(=O)(=O)Nc2ccc(S(=O)(=O)N3CCOCC3)cc2)c1,-14.9,-4.0,i,1.4,3.2,-6.5,-6.1,0.3,-0.6
O=C(CN1C(=O)NC(Cc2c[nH]c3ccccc23)C1=O)Nc1cccc(S(=O)(=O)N2CCCC2)c1 (stereo not drawn),-1.3,-12.7,i,-3.3,2.1,-5.7,-3.9,5.4,-0.6
COc1ccc(CN2C(=O)N(c3ccc(OC)cc3)C(=O)C2CC(=O)Nc2ccccc2)cc1 (stereo not drawn),-5.9,1.5,i,-4.6,0.1,-0.2,-2.1,-0.6,0.5
COc1ccc(CN(C)C(=O)c2sccc2-c2ccccc2)c(OC)c1,8.5,12.9,i,3.0,1.5,2.0,-2.5,15.9,0.3
CCOCCCNC(=O)c1cc2c(-c3ccc(Cl)cc3)nn(C)c2s1,-9.8,2.4,·,-1.6,-2.2,10.4,0.2,24.9,2.4

# The list continues:
SMILES,eLon inh,CendR NRP1 mod,Neddylation inh,Rin1-Abl PPI inh,MT1-MMP act inh,SKN-1 block,MsrA act,FAS TE block,MsrA inh
Cc1ccc(S(=O)(=O)N2CCN(C(=O)CSc3nnc(C)c(=O)[nH]3)CC2)cc1,8.5,3.7,i,-3.3,-3.5,14.4,0.4,5.1,1.9
C[C@@H]1CN([C@@H](C)CO)C(=O)CCCn2nncc2CO[C@@H]1CN(C)C(=O)Nc1ccnc(N2CCOCC2)c1,0.5,-1.1,i,1.0,-1.2,-11.7,-2.6,-5.9,0.2
CC(C)(C)NS(=O)(=O)c1cc2c3c(c1)CCN3C(=O)CC2,-8.3,12.2,i,4.0,2.3,-4.8,-1.7,-3.7,1.5
COc1ccc(S(=O)(=O)N2CCCC2=O)cc1N(C)S(C)(=O)=O,3.4,9.1,i,-1.1,-1.1,11.1,0.0,-4.9,-1.0
CC(CN1CCCC(C(N)=O)C1)c1ccccc1 (stereo not drawn),-16.0,-6.9,i,1.0,1.8,-2.2,-7.5,0.0,-0.6
NC(=NCCc1ccccc1)NS(=O)(=O)c1ccc2ccccc2c1,-8.2,-9.2,i,3.0,1.7,-2.7,-2.4,-8.5,-0.3
Cc1ccc2cc3c(nc2c1)N(c1ccccc1)CC3,1.9,5.5,i,-2.9,-1.8,0.2,-3.7,18.8,0.4
COc1ccc(CCNC(=O)CCCn2ncn3c(cc4occc43)c2=O)c(OC)c1,-8.7,0.9,i,-4.1,-1.6,21.3,-2.5,-7.4,-0.2
O=C(Nc1ccccc1)c1ccccc1OCC(O)CN1C(=O)c2ccccc2S1(=O)=O (stereo not drawn),-0.1,-10.1,i,-1.0,-1.2,-1.1,1.4,10.9,0.5
O=C(CN1CCN(S(=O)(=O)c2ccccc2)CC1)Nc1ccc2c(c1)OCO2,-8.2,6.3,i,2.9,-2.0,-5.6,0.2,-2.2,-0.6
CC(C1SC(=S)NC1=O)C1SC(=S)NC1=O (stereo not drawn),-66.2,-173.7,i,-4.7,-65.3,14.9,-0.4,-1.5,2.0
CC(=O)NCCc1nc2ccccc2n1Cc1ccccc1,-5.2,-3.5,i,1.8,4.5,-14.4,-10.2,-7.1,0.1
CCOc1cccc(C(=O)NC2CCCCC2)c1,-8.1,-11.9,i,-1.2,-2.1,4.5,7.3,-7.1,-1.1
CCOc1ccc2c(CC)cc(=O)oc2c1OCC,-7.1,-10.2,·,-3.4,12.9,6.8,-6.7,-7.1,1.4
CN1CCN(C(=O)C2=C[C@@H](c3ccc(C(F)(F)F)cc3)C[C@@H](OCc3ccc(CO)cc3)O2)CC1,3.8,9.5,i,0.3,-0.3,9.8,1.7,-4.9,1.7
Cc1ccc(C2C(C#N)=C(N)N(c3cccnc3)C3=C2C(=O)CCC3)s1 (stereo not drawn),0.9,-16.1,i,-1.3,-14.8,10.3,-1.9,-1.7,0.6
O=C(Cc1ccccc1)NCC(=O)OCC(=O)c1cccc([N+](=O)[O-])c1,-2.8,-5.8,i,-1.8,1.0,10.3,-4.1,-4.8,0.8
CCCCNC(=O)C[C@@H]1C[C@@]2(C(=O)OC)CCCCC=C2N(Cc2ccc(Cl)cc2Cl)C1=O,-7.5,-5.2,i,·,-7.5,4.7,-3.0,14.5,0.9
Cc1nn(-c2ccccc2)c(C)c1/C=N/NC(=O)c1ccccc1NS(=O)(=O)c1cccs1,-1.4,-3.0,i,-3.6,8.0,9.4,-3.9,-5.2,1.5
Cc1cccc(NS(=O)(=O)c2ccc(C3CCCCC3)cc2)n1,-2.2,1.2,+,2.8,-0.3,23.0,-3.5,10.6,-0.6
COc1ccc(C(=O)Nc2ccccc2C(=O)N2CCCCC2C)cc1 (stereo not drawn),-3.0,-1.7,i,5.7,-3.0,5.2,-3.0,2.2,1.4
CCN1CCN(C(=S)NC(CC(=O)c2ccccc2)c2ccccc2)CC1 (stereo not drawn),12.2,-3.8,i,3.0,-1.1,-4.4,-4.0,-3.0,-1.1
COc1cc(/C=C2/SC(=S)N(c3c(C)n(C)n(-c4ccccc4)c3=O)C2=O)ccc1O,-57.9,-126.0,i,-3.9,11.0,23.0,-2.1,-3.9,1.5
CN1CCN(C(=O)C[C@@H]2CC[C@@H]3[C@H](COC[C@@H](O)CN3Cc3cccc(Cl)c3)O2)CC1,·,14.4,i,·,0.2,10.7,·,·,0.5
Nc1nc2c3ccccc3nc(Cc3ccccc3)n2n1,-4.9,2.7,i,1.9,7.3,10.7,-1.4,-3.5,-1.4

# (next part)
SMILES,eLon inh,CendR NRP1 mod,Neddylation inh,Rin1-Abl PPI inh,MT1-MMP act inh,SKN-1 block,MsrA act,FAS TE block,MsrA inh
COc1ccc(C(=O)NC2CCN(C(=O)Nc3ccc(F)cc3)CC2)cc1,2.3,-0.8,i,0.1,0.7,1.0,-0.6,-4.1,1.1
O=[N+]([O-])c1ccccc1S(=O)(=O)NCCSCc1ccco1,-4.0,5.6,i,0.3,4.8,-22.7,-7.3,1.8,-0.1
CC1CCCC(C(=O)O)N1C(=O)CCS (stereo not drawn),0.0,8.5,i,4.7,-2.0,-16.3,-0.3,-6.4,0.8
CN1CCN(c2ccc(C(=O)c3cn(-c4ccc(F)c(Cl)c4)nn3)cc2)CC1,2.4,-2.3,i,3.3,3.1,-2.6,-11.8,0.4,-0.9
CCNS(=O)(=O)c1ccc(NC(=S)NCC2CCCO2)cc1 (stereo not drawn),-3.1,2.1,i,3.5,4.0,5.8,-3.9,-3.9,-0.4
CN(CC(=O)Nc1cccc(F)c1)C(=O)c1cc(S(=O)(=O)N2CCCCC2)ccc1N1CCOCC1,-4.1,1.4,i,-5.1,0.8,-10.7,-2.1,7.9,-0.3
CCC(=O)NS(=O)(=O)c1ccc(N=NN2CCCCC2)cc1,-4.0,8.7,i,-0.5,0.3,4.0,-3.5,-10.3,2.2
CCCCCCCn1c(C)nnc1-c1cnn(C)c1N,-0.9,-3.3,i,-0.8,-0.6,-0.9,-1.9,-3.5,-0.6
O=C(NCc1ccccc1)/C(=C\c1ccc(F)cc1)NC(=O)c1ccco1,-4.3,-14.0,i,1.7,-2.0,-9.4,-1.6,-7.4,0.1

# Three entries from above, reformatted.
SMILES | eLon inh | CendR NRP1 mod | Neddylation inh | Rin1-Abl PPI inh | MT1-MMP act inh | SKN-1 block | MsrA act | FAS TE block | MsrA inh
CCCCCCCn1c(C)nnc1-c1cnn(C)c1N | -0.9 | -3.3 | i | -0.8 | -0.6 | -0.9 | -1.9 | -3.5 | -0.6
COc1ccc(C(=O)NC2CCN(C(=O)Nc3ccc(F)cc3)CC2)cc1 | 2.3 | -0.8 | i | 0.1 | 0.7 | 1.0 | -0.6 | -4.1 | 1.1
CCNS(=O)(=O)c1ccc(NC(=S)NCC2CCCO2)cc1 (stereo not drawn) | -3.1 | 2.1 | i | 3.5 | 4.0 | 5.8 | -3.9 | -3.9 | -0.4
